Screening data (PubChem BioAssay)
Tau FP inhib: inhibitors of human tau fibril formation | 0.39% of 280,000 active | P10636 | AID 1468 | K18 P301L tau heparin fibrillization, Alexa594 FP, 6 h | Potency, µM (titrated, usually from 57.7 µM), for the others: at the highest dose activity, negative = inhibition, usual class: inhibitors; further: potency means the concentration at half of the fitted maximal effect; on the % scale 0 is the no-effect control and ±100 the full control effect; nearly all actives have a fitted effect of over 55% in size
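Heparin (20 uM) drove fibril formation of recombinant tau K18 P301L, 15 uM unlabeled with 0.24 uM Alexa 594 label, for 6 hr at 37 C in 100 mM sodium acetate pH 7. Fluorescence polarization (555/632 nm) read 1 hr after 30 uM ThT.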
Tau fluor counter: counter-screen for tau fibril formation inhibitors | tau K18 P301L (four-repeat tau fragment) Alexa594 fluorescence, heparin fibrillization | Potency, µM (titrated, usually from 57.7 µM), for the others: top-dose activity change, negative = decrease | 0.93% of 280,000 active | AID 1463; further: potency means the concentration at half of the fitted maximal effect; on the % scale 0 is the no-effect control and ±100 the full control effect; nearly all actives have a fitted effect of over 55% in size
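Human K18 P301L tau (15 uM unlabeled plus 0.24 uM Alexa 594-labeled, final) in 100 mM sodium acetate pH 7 was mixed with compound and 20 uM heparin and incubated 6 hr at 37 C.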
aGal spleen mod: inhibits or activates alpha-galactosidase in human spleen homogenate; P06280; Potency, µM (doses to about 80 µM), inactives show at the top dose activity change, negative = inhibition, hits mostly inhibitors; human spleen homogenate, 4MU-alpha-Gal fluorescence, 40 min; 0.008% of 240,000 active;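 further: potency means the concentration at half of the fitted maximal effect; 0% = enzyme with vehicle and -100% = no enzyme basal signal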
Target sequence (P06280 32-429 limits assumed): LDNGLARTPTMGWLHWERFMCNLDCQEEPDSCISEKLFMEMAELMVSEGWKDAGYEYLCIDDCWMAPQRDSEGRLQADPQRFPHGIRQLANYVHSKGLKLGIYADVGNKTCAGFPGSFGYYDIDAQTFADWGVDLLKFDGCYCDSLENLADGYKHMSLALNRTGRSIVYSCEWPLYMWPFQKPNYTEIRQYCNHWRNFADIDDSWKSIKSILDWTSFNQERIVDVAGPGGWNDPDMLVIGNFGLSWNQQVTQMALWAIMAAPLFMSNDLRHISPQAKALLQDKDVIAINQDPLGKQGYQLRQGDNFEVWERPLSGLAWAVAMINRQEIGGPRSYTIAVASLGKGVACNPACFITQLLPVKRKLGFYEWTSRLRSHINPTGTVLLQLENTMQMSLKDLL
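Inhibition or activation of alpha-galactosidase in human spleen homogenate is scored by 4-MU fluorescence after 40 min at 37C, pH 5.0, with 1 mM substrate. AC50s come from concentration-response fitted to the Hill equation.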
Epigenetic derep: regulators of epigenetic silencing causing reporter derepression in mouse cells | murine LDR cells, GFP reporter derepression, 30 h | Potency, µM (doses to about 53.9 µM), without a hit: at the highest dose GFP activation, most hits filed as activators | 0.2% of 280,000 active | AID 1865; further: potency means the concentration at half of the fitted maximal effect; % of control where 0% means no effect; nearly all actives have a fitted effect of over 60% in size
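Reporter derepression read as number of fluorescent GFP-positive objects, 20-120 um in size, counted by laser-scanning cytometer. Mouse LDR line with an epigenetically silenced CMV-GFP locus; compound incubation 30 h, 37 C.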
CBFb RUNX1 block: blocks binding between human CBF-beta and RUNX1; Q01196+Q13951; AlphaScreen CBFb-His/RUNX1-biotin binding, biochemical; Potency, µM (doses to about 59.8 µM), without a hit: top-dose activity, negative = inhibition, hits mostly inhibitors; 230,000 tested, under 10 active; AID 1477; further: % of control where 0% means no effect
Target sequence (Q01196 whole entry, looked up): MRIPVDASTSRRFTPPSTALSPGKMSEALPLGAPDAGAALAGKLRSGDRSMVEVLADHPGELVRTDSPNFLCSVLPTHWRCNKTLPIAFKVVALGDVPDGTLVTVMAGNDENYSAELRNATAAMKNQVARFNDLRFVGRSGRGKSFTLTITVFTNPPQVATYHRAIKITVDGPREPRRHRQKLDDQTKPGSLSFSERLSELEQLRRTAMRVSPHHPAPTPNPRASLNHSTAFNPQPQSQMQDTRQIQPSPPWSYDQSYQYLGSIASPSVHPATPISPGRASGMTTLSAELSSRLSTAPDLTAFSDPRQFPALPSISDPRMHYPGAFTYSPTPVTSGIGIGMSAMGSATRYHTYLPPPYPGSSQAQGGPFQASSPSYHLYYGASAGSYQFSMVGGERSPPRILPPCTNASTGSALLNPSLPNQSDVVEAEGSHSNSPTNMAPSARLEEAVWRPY
Target sequence (Q13951 whole entry, looked up): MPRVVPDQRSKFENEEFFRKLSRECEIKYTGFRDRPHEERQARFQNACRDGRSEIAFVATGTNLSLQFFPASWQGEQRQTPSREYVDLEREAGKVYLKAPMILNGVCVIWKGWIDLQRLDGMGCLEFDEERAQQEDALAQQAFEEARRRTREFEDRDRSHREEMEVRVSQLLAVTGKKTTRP
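Read-out: AlphaScreen. Format: His-CBF-beta with biotinylated RUNX1 (30 nM each) preincubated 20 min, compound 15 min, Ni-chelate plus streptavidin beads 90 min; room temperature throughout.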
NPSR antagonist: antagonists of human neuropeptide S receptor cAMP signaling; Q6W5P4; CHO-NPSR cells, cAMP TR-FRET, antagonist mode; Potency, µM (titrated, usually from 38.3 µM), inactives show at the highest dose activity change, negative = inhibition, actives largely listed as inhibitors; 1% of 220,000 active; further: potency means the concentration at half of the fitted maximal effect; on the % scale 0 is the no-effect control and ±100 the full control effect; nearly all actives have a fitted effect of over 50% in size; many of its hits are not listed in these tables
TRb-SRC2 inh: disrupts binding of human TR beta to SRC2; Potency, µM (titrated, usually from 106 µM), inactives show at the highest dose activity change, negative = inhibition, usual class: inhibitors; P10828; TRbeta-SRC2 peptide binding, fluorescence polarization; receptor liganded with 1 µM T3; AID 1469; 0.065% of 280,000 active;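 further: potency means the concentration at half of the fitted maximal effect; plate controls were bound peptide for no effect and peptide without receptor for full effect; nearly all actives have a fitted effect of over 50% in size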
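Decrease in fluorescence polarization of 20 nM Texas Red SRC2 coactivator peptide flagged inhibition of its binding to 0.6 uM TRb LBD; 1 uM T3 included, incubation 5 hr, ex 555/em 632 nm.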
TexasRed fluor: Texas Red fluorescence interference in TRb-SRC2 counter-screen. TRb/SRC2 Texas Red total fluorescence interference. Potency, µM (series often up to 106 µM), for inactives: at the highest dose fluorescence change, negative = quenching. 0.29% of 280,000 active. AID 1479; active means well fitted curve in either direction with a large enough effect; inconclusive means small, poorly fitted or top-dose-only effect; further: potency means the concentration at half of the fitted maximal effect; on the % scale 0 is the no-effect control and ±100 the full control effect
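Human TRβ ligand-binding domain (0.6 uM) and Texas Red SRC2 peptide (20 nM) in Tris buffer with 1 uM T3 and 5% DMSO were incubated with pinned compound for 5 hr at ambient temperature. Total fluorescence was computed as S + 2P (555/632 nm).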
The depositor's hits bear a star; ? = inconclusive; · = no result given; & = joins results of further samples; [ ] = remark or other dose. Unless noted, the call rests on the fitted dose curve; in most records, active means well fitted curve in the direction sought with a large enough effect; inconclusive means small, poorly fitted or top-dose-only effect, or another doubt; inactive means no such curve, though single readings can be large; an effect the other way counts as inactive or inconclusive. The list is partial; the hit share may differ from the screen's.

SMILES	Tau FP inhib	Tau fluor counter	aGal spleen mod	Epigenetic derep	CBFb RUNX1 block	NPSR antagonist	TRb-SRC2 inh	TexasRed fluor
CC1CC(C)(C)NC(=S)N1CC(=O)NCc1ccc(F)cc1 (stereo unspecified)	4%	-6%	2%	0.0%	5%	16%	-4%	2%
O=C1CC(c2ccsc2)Sc2ccccc2N1 (stereo unspecified)	-2%	-15%	-9%	3.1%	3%	-10%	4%	-4%
CCCCN(Cc1cc2ccccc2[nH]c1=O)C(=O)c1ccccn1	-7%	-3%	10%	1.6%	-2%	-18%[46.1 µM]	-13%	3%
COc1ccccc1C1(CC(=O)N2CCOCC2)CCOC(C(C)C)C1 (stereo unspecified)	-7%	-6%	2%	-1.6%	2%	?	-8%	-2%
COc1ccc(/C=C(/C#N)C(=O)Nc2cccc([N+](=O)[O-])c2)cc1C(=O)O	5%	-22%	-10%	-1.9%	-7%	1%	15%	-2%
CCOc1ccc(C2NC(=O)NC(C)=C2C(=O)OC)cc1C (stereo unspecified)	2%	-5%	6%	-1.0%	5%	0%[46.1 µM]	-1%	-2%
COC(=O)c1ccc(Cn2c(SCC(=O)N(C)c3ccccc3)nc3ccccc32)cc1	9%	-2%	·	-1.7%	·	·	-2%	-1%
CCOC(=O)Cc1nc(-c2ccccc2)n[nH]1	1%	-1%	1%	3.8%	11%	7%	-5%	0%
CCOC(=O)c1nc2c(ccc3ccccc32)cc1C	-9%	-15%	8%	0.0%	25%	5%	8%	-1%
CS(=O)(=O)N1CCN(c2ccc(C(=O)NC3C4CC5CC(C4)CC3C5)cc2[N+](=O)[O-])CC1 (stereo unspecified)	0%	-15%	-9%	1.2%	-10%	-30%[46.1 µM]	1%	-4%
Cc1cc(C)nc(SCC(=O)NN)n1	-6%	-2%	-3%	-1.1%	-15%	22%	4%	-2%
Cc1cccc(Cn2c(=O)n(CCC(=O)NCc3ccc4c(c3)OCO4)c(=O)c3sccc32)c1	-11%	-17%	·	-1.8%	·	·	2%	7%
COc1ccc(Cl)cc1NC(=O)c1nn(-c2ccc(C)cc2)c(=O)n(C)c1=O	-7%	4%	·	3.4%	·	·	5%	-1%
COc1ccc(CSc2nc3ccncc3n2CC(=O)Nc2ccc(C)c(F)c2)cc1	?	-11%	·	-0.7%	·	·	13%	-3%
COc1ccc(C(=O)N2CCNC(=O)C2CC(=O)Nc2ccc(C)cc2)cc1 (stereo unspecified)	-7%	5%	-1%	0.0%	8%	6%	2%	-2%
COc1cccc(C(=O)Nc2cccc(-c3nnc(-c4ccco4)o3)c2)c1	-14%	?	9%	2.4%	-2%	-25%[46.1 µM]	2%	-4%
CC1=C(C(=O)Nc2ccccc2F)C(c2ccsc2)C2=C(CC(C)(C)CC2=O)N1 (stereo unspecified)	-8%	-11%	?	-1.6%	25%	-26%	0%	2%
CCn1cc(C(=O)OCC(=O)NCc2ccccc2Cl)c(=O)c2ccc(C)nc21	-8%	-6%	-2%	-1.9%	6%	-6%	3%	1%
CCCCN1C(=O)C(O)(CC(=O)c2ccccc2OC)c2ccccc21 (stereo unspecified)	-9%	-17%	-6%	-3.1%	10%[2.36 µM]	7%	5%	0%
CCCN(CCC)C(=O)Nc1cc(Cl)ccc1OC	0%	-21%	-14%	0.0%	24%	?	11%	-3%
Cc1ccccc1Nc1cc(=O)oc2ccccc12	6%	-6%	2%	0.0%	-2%	-8%[46.1 µM]	1%	-1%
COC(=O)c1ccc(NC(=O)CCNS(=O)(=O)c2cccc3nsnc23)cc1	-7%	-19%	·	5.8%	·	·	-6%	-2%
Clc1ccc(CON/C=N/c2ncnc3sccc23)cc1	1%	-5%	-2%	-1.1%	3%	-7%[46.1 µM]	6%	1%
O=S(=O)(Nc1nc2ccccc2nc1NCc1ccco1)c1ccc(F)cc1	0%	-18%	11%	-1.9%	4%	-12%	1%	-1%
Cc1ccc2sc(N(Cc3cccnc3)C(=O)CCOc3ccccc3)nc2c1C	-2%	-6%	·	4.9%	·	·	8%	2%

Given with bars between the fields: 3 of the compounds above.
SMILES | Tau FP inhib | Tau fluor counter | aGal spleen mod | Epigenetic derep | CBFb RUNX1 block | NPSR antagonist | TRb-SRC2 inh | TexasRed fluor
COc1ccc(C(=O)N2CCNC(=O)C2CC(=O)Nc2ccc(C)cc2)cc1 (stereo unspecified) | -7% | 5% | -1% | 0.0% | 8% | 6% | 2% | -2%
COc1cccc(C(=O)Nc2cccc(-c3nnc(-c4ccco4)o3)c2)c1 | -14% | ? | 9% | 2.4% | -2% | -25%[46.1 µM] | 2% | -4%
CC1=C(C(=O)Nc2ccccc2F)C(c2ccsc2)C2=C(CC(C)(C)CC2=O)N1 (stereo unspecified) | -8% | -11% | ? | -1.6% | 25% | -26% | 0% | 2%

(next part)
SMILES	Tau FP inhib	Tau fluor counter	aGal spleen mod	Epigenetic derep	CBFb RUNX1 block	NPSR antagonist	TRb-SRC2 inh	TexasRed fluor
CCN(CCCNC(=O)CN(C)S(=O)(=O)c1cccc2nsnc12)c1ccccc1	11%	-18%	5%	-1.9%	-9%	-5%[46.1 µM]	-17%	1%
COc1ccc(CNC(=O)CN(Cc2ccc(F)cc2)C(=O)c2csnn2)cc1	0%	4%	0%	-9.6%	6%	-7%	10%	0%
C=C(C(C)=O)C(O)c1cccs1 (stereo unspecified)	-3%	-8%	-15%	-1.1%	7%	·	5%	-2%
Cc1c(N=C2NN=C(c3c[nH]c4ccccc34)CS2)c(=O)n(-c2ccccc2)n1C	-11%	?	5%	1.1%	-12%	-20%	-2%	1%
CCOC(=O)C1Cn2c(nc3c(c2=O)C(C)(C)Cc2ccccc2-3)S1 (stereo unspecified)	0%	-13%	-5%	3.4%	3%	?	11%	1%
Cc1ccc(-c2ccccc2NC(=O)C2C3C=CC(C3)C2C(=O)O)o1 (stereo unspecified)	-7%	-8%	-7%	0.3%	0%	-3%[46.1 µM]	4%	-3%
O=C(COC(=O)/C=C/c1ccccc1)Nc1cc(C(F)(F)F)ccc1N1CCOCC1	5%	-5%	7%	0.0%	1%	12%	-1%	-16%
Cc1oc2c(cc(NS(=O)(=O)c3ccc(C(C)C)cc3)c3ccccc32)c1C(=O)O	6%	-14%	·	0.1%	·	·	0%	-22%
COc1ccc(CNC(=O)Cc2ccc(NC(=O)N3CCCCc4ccccc43)cc2)cc1	-12%	-6%	·	0.0%	·	·	-10%	?
Cc1ccc(Br)cc1	·	·	2%	·	11%[21.7 µM]	·	-4%	-1%
O=C(Nc1ccc(F)cc1F)N1CCc2c(sc3c2CCCC3)C1c1ccc(F)cc1 (stereo unspecified)	-2%	-1%	·	-2.6%	·	·	-3%	0%
COc1ccc(CNC(=O)c2cnn(-c3ccc(C)cc3)c2C2CCN(C(=O)OC(C)(C)C)CC2)cc1	-3%	-14%	·	-1.1%	·	·	1%	-18%
O=[N+]([O-])c1ccc(NCc2ccccn2)nc1	1%	0%	-3%	-0.9%	5%	11%	1%	-2%
CNCc1c(OCc2ccc(F)cc2)ccc2ccccc12	-6%	6%	2%	-0.9%[10.1 µM]	-1%	-6%	3%	-1%
COc1c(C)cc(C(=O)C2CCCN(C(=O)c3cc(C)nc(C)n3)C2)cc1C (stereo unspecified)	3%[2.34 µM]	14%[2.34 µM]	-4%	3.6%	3%	-8%	-1%[53 µM]	-1%[53 µM]
O=C(CN1C2CCCC1CC(NC(=O)c1ccco1)C2)Nc1ccccc1C(F)(F)F (stereo unspecified)	-1%	-5%	-3%	0.0%	2%	-16%[46.1 µM]	-17%	-3%
CCOc1nc(N2CCOCC2)nc(N2CCOCC2)n1	3%	-2%	2%	1.1%	3%	33%	-1%	-1%
COc1ccc(C(=O)NC(=S)Nc2ccc(CN3CCOCC3)cc2)cc1	-1%	-24%	6%	5.0%	-3%	-5%	-1%	-1%
Cc1cc(F)ccc1NCc1cc2c(cc1[N+](=O)[O-])OCO2	8%	?	-3%	0.4%	-25%	-23%[46.1 µM]	-5%	-2%
CCCC(=O)NNC(=O)Nc1ccccc1	0%	2%	-3%	-1.2%	1%	0%[46.1 µM]	4%	-1%
CC1CCCCC1NC(=O)CSc1nncn1N (stereo unspecified)	-2%	-2%	6%	-1.1%	0%	-12%	7%	-3%
CCN(CC)c1ccc(NC(=O)Nc2ccc(C(C)=O)cc2)cc1	8%	14µM*[quencher]	-3%	0.3%	-11%	-23%[46.1 µM]	-7%	0%
O=C1c2ccccc2C(=O)N1CCc1csc(-c2cccc(Cl)c2)n1	-7%	-28%	2%	-11%	11%	-13%[46.1 µM]	8%	2%
c1ccc(-c2c3ccccc3nc3[nH]c4ccccc4c23)cc1	?	?	8%&12%	6.0%&1.4%	?	-14%	5%&-2%	0%&-6%
CCOC(=O)c1sc(=S)n(-c2ccccc2)c1C	-11%	-26%	-2%	-1.6%	-1%	-12%	1%	0%
Going on with the list:
SMILES	Tau FP inhib	Tau fluor counter	aGal spleen mod	Epigenetic derep	CBFb RUNX1 block	NPSR antagonist	TRb-SRC2 inh	TexasRed fluor
COC(=O)c1c(C(=O)OC)c2cc(C(=O)c3ccccc3)ccn2c1Cl	0%	3%	0%	3.3%	-5%	?	5%	1%
Cc1ccc(C(=O)Cn2c(C(=O)/C=C/c3ccccc3)nc3ccccc32)cc1	4%	-11%	1%	?	0%	?	·	·
CNC(=O)Cn1cc(S(=O)(=O)Cc2ccccc2F)c2ccccc21	0%	5%	·	-1.2%	·	·	11%	-6%
O=C(O)c1ccc(COc2ccccc2Cl)cc1	1%	1%	-4%	-1.5%	-6%	-10%[46.1 µM]	-3%	-2%
CCn1ccnc1CNC(=O)c1cc(COc2ccc(F)cc2F)on1	-10%	-6%	-12%	-0.6%	-8%	-6%	2%	-2%
COc1ccc(CC(=O)Nc2ncc([N+](=O)[O-])s2)cc1OC	-9%	-17%	2%	-0.2%	-4%	17%	4%	-2%
CCOc1ccc(NC(=S)NC(=O)c2c(Cl)c(C)nn2C)c([N+](=O)[O-])c1	-10%	-12%	8%	1.1%	-7%	6%	-1%	-3%
Cc1cc2nc(-c3ccc(SCC(=O)NC(C)C)nc3)[nH]c2cc1C	-4%	-27%	8%	-1.1%	-6%	-18%	-2%	-1%
Cc1ccc(NC(=S)N2CCCN(Cc3ccc(F)cc3)C2)c(C)c1	-4%	-26%	-1%	-2.2%	-15%	-19%	-4%	-2%
